esBAF inh – SWI/SNF esBAF complex inhibition. actives 2% (n = 350,000). mouse ES cells, Bmi1-luciferase knock-in reporter, 24 h; 100% = twice the neutral-well signal. reporter increase, % at 12.5 µM; in the data active = activation above about 40%;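 note: 0% = median of the plate's neutral control wells and 100% = double that signal; a rise in the Bmi1 reporter signal indicates esBAF inhibition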
Active calls of the source: *.

canonical_smiles	esBAF inh
COc1ccc(NC(=O)N(Cc2cc3cc(OC)ccc3[nH]c2=O)CC2CCCO2)cc1 (centres undefined)	8
O=C(Nc1cc(Cl)ccc1O)C1CCCO1 (centres undefined)	-6
CCOc1ccc(/C=C/C(=O)Nc2ccc(N3CCOCC3)cc2)cc1	11
N#CC1=C(N)Oc2c(sc3ccccc23)C1c1ccco1 (centres undefined)	21
O=C(Nc1ccncc1)c1c(F)cccc1F	-7
c1csc(CSc2nnc3sc4ccccc4n23)c1	28
Cc1cccc(N(C(=O)Cn2nnc3ccccc32)C(C(=O)NCc2ccco2)c2ccncc2)c1C (centres undefined)	15
CC(=O)Nc1ccc(S(=O)(=O)N2CCN(c3nc(NC4CCCC4)c4ccccc4n3)CC2)cc1	-8
COc1ccc(C(=O)c2sc(NC(C)C)nc2N)cc1OC	-1
COC(=O)C1=C(N)Oc2cc(C)n(CC3CCCO3)c(=O)c2C1c1ccccc1OC (centres undefined)	-2
COc1ccc(C(=O)Nn2c(SCc3ccc([N+](=O)[O-])cc3)nc3ccccc3c2=O)cc1	-37
Cc1cc(C)c2nc(N3CCC(C(=O)N4CCN(C(=O)c5ccco5)CC4)CC3)sc2c1	-7
O=C(CSc1ncnc2nc[nH]c12)c1ccc2ccccc2c1	1
CC1(C)CC(=O)C2=C(C1)OC(N)=C(C#N)C2C1C=CCCC1 (centres undefined)	17
COC(=O)C(O)(NC(=O)NC(C)=O)C(F)(F)F (centres undefined)	-11
COc1cc(C)c(Br)cc1S(=O)(=O)N1CCCC1	13
CCOc1cc(CN2CCN(C(=O)CC(C)C)CC2)ccc1OC	0
Cn1nc(-c2ccc(N3CCOCC3)c(NS(=O)(=O)c3ccc(Cl)cc3)c2)c2ccccc2c1=O	-2
CCC(C)NC(=O)COC(=O)c1cc([N+](=O)[O-])ccc1Sc1nc(C)cs1 (centres undefined)	1
COc1cccc(NC(=O)CNC(C)CCC(C)C)c1 (centres undefined)	5
CCOC(=O)CC1=C(C(=O)OCC)C(c2ccncc2)C(C#N)=C(N)O1 (centres undefined)	-11
Cc1cc2cc(CCNS(C)(=O)=O)c(=O)[nH]c2cc1C	-8
COc1ccc(N(C(=O)c2ccco2)C(C(=O)NC2CCCCC2)c2ccccc2)cc1 (centres undefined)	-4
O=C(Nc1c(F)c(F)c(F)c(F)c1F)C1CCCCC1	2
COc1ccccc1-c1cc(C(=O)NCc2ccco2)no1	17

Part of the list above in order of molecular weight, largest number first.
canonical_smiles	esBAF inh
Cc1cccc(N(C(=O)Cn2nnc3ccccc32)C(C(=O)NCc2ccco2)c2ccncc2)c1C (centres undefined)	15
COc1ccc(NC(=O)N(Cc2cc3cc(OC)ccc3[nH]c2=O)CC2CCCO2)cc1 (centres undefined)	8
COC(=O)C1=C(N)Oc2cc(C)n(CC3CCCO3)c(=O)c2C1c1ccccc1OC (centres undefined)	-2
CCOc1ccc(/C=C/C(=O)Nc2ccc(N3CCOCC3)cc2)cc1	11
O=C(CSc1ncnc2nc[nH]c12)c1ccc2ccccc2c1	1
O=C(Nc1c(F)c(F)c(F)c(F)c1F)C1CCCCC1	2

Other records
canonical_smiles	esBAF inh
CCOC(=O)c1c(COC(=O)c2ccco2)nc2ccccc2[n+]1[O-]	3
CNc1oc(-c2ccc(C)cc2)nc1P(=O)(c1ccccc1)c1ccccc1	4
Cc1ccnc2nc(C(=O)N3CCN(c4ccc(F)cc4)CC3)nn12	-8
CSc1nnc(-c2ccccc2)n1N	-12
CCC(C)NC(=O)CSc1nc2n[nH]c(C)c2c(=N)n1-c1ccc(OC)cc1 (centres undefined)	-3
Cc1ccc(S(=O)(=O)c2c(C)cc(C)nc2Oc2cccc(C)c2C)cc1	-23
Cn1ncc([N+](=O)[O-])c1C(=O)Nc1ccc2c(c1)OCCO2	-36
O=C(O)c1cccc(CSc2nnc(COc3ccccc3)o2)c1	-27
CCCCOCCCNC(=O)N[C@H](C(=O)OC)C(C)C	-6
FC(F)(F)c1ccccc1Nc1nccs1	-9
CCN1C(=O)/C(=C/N2CCc3ccccc32)SC1=S	38
N#Cc1c(NC(=O)CN2CCCCC2)sc2c1CCC2	10
CCN(CC)C(=O)CN(Cc1ccccc1)S(=O)(=O)c1ccc(F)cc1	-6
O=C(Nc1ccccc1)OC1C2CCC1C(N1CCCCC1)CC2 (centres undefined)	12
N#C/C(=C/c1ccc(N2CCCCCC2)o1)c1ccc(F)cc1	-13
Cc1ccnc(NC2OC(=O)c3ccccc32)c1 (centres undefined)	-6
O=C(Nc1ccc(N2CCOCC2)cc1)c1ccncc1	17
Cc1ccccc1OCc1nnc(SCC(=O)Nc2ccc3nc(SCC(=O)NC(C)(C)C)sc3c2)n1C	-16
NC(=O)C1(N2CCCCC2)CCN(C(=O)CSc2nc3ccccc3o2)CC1	2
COc1ccc(NC(=O)c2ccccc2Cl)cc1NC(=O)CN1CCOCC1	1
Cc1cc(Nc2ccccc2)nc(N2CCOCC2)n1	14
C=CCSc1nc2c(c(=O)[nH]c(=O)n2C)n1C(C)C	-4
O=C(Nc1ccccc1O)c1cc(S(=O)(=O)N2CCOCC2)ccc1Cl	-3
O=C1CCC(=O)c2oc3ccccc3c2N1	0
COc1ccccc1C(=O)N/C(=C\c1ccc(Br)cc1)C(=O)NCCO	-2

Four entries from above, as labelled records.
> O=C(Nc1c(F)c(F)c(F)c(F)c1F)C1CCCCC1
  esBAF inh: 2
> Cc1cc2cc(CCNS(C)(=O)=O)c(=O)[nH]c2cc1C
  esBAF inh: -8
> FC(F)(F)c1ccccc1Nc1nccs1
  esBAF inh: -9
> COc1ccc(C(=O)Nn2c(SCc3ccc([N+](=O)[O-])cc3)nc3ccccc3c2=O)cc1
  esBAF inh: -37

Later entries
canonical_smiles	esBAF inh
COC(=O)c1c(-c2ccc3ccccc3c2)csc1NC(=O)Cc1ccc(OC)c(OC)c1	-24
c1ccc(CC2CCN(c3nnnn3-c3ccccc3)CC2)cc1	8
COc1cccc(C(=O)Nc2ccccc2)c1	52*
Cc1ccccc1OCCSc1nnc(C)n1-c1ccccc1	26
COC(=O)c1c(C)cc(OC(C)=O)c(C)c1OC(C)=O	-15
CCOC(=O)c1cnn(-c2cc(Oc3ccccc3)ncn2)c1N	16
O=C(CN1C(=O)c2ccccc2S1(=O)=O)NCCC1=CCCCC1	3
S=C(NCc1ccccn1)Nc1ccc(Cl)cc1	37
Cc1cccc(N2CCN(C(c3ccccc3)c3nnnn3CC3CCCO3)CC2)c1C (centres undefined)	-11
COc1cccc2[nH]c3c(N4CCCCC4)ncnc3c12	10
COc1ccccc1OCc1ccc(C(=O)NC(C)(C)C)o1	23
CCc1nc(NCC2CCCO2)c2oc3ccccc3c2n1 (centres undefined)	15
COC(=O)c1c(NC(=O)C2CC=CCC2C(=O)O)sc(C(N)=O)c1C (centres undefined)	-6
O=c1c2ccccc2nc(SCc2cn3ccsc3n2)n1-c1ccccc1	12
CCCN1C(=O)NC2(O)C(=O)c3ccccc3C12O (centres undefined)	-14
O=C(c1ccc(S(=O)(=O)NCC2CCCO2)cc1)N1CCc2ccccc21 (centres undefined)	-1
CCC1CCCCN1C(=O)COC(=O)c1n[nH]c2ccccc12 (centres undefined)	7
C=CCSc1nnc(NC(=O)CSc2nc3ccccc3o2)s1	-16
C=CCSc1nc(NC)c2sccc2n1	-42
CC1=C(C(=O)Nc2ccccc2F)C(c2ccsc2)C2=C(CC(c3ccccc3)CC2=O)N1 (centres undefined)	8
CCOC(=O)C1=C(C)NC(=O)CC1c1cc2c(cc1Br)OCO2 (centres undefined)	3
Cc1cccc(NC(=O)CCCN2C(=O)c3ccccc3C2=O)n1	-10
CSc1nc2nc(-c3ccccc3)cc(C(F)(F)F)n2n1	8
O=C(C1CCCN(S(=O)(=O)c2ccc(F)cc2)C1)N1CCCC1 (centres undefined)	-15
Cc1ccc(NC(=O)CCn2cccc2)cc1Cl	18
O=C(O)COc1ccc(Br)cc1/C=C1/SC(=O)N(CC(=O)N2CCCC2)C1=O	1
COc1ccc(C=NC(CO)C(O)c2ccc([N+](=O)[O-])cc2)cc1 (centres undefined)	-2
Cc1ccc2c(c1)C1(SCCS1)C(=O)N2	-1
CCCSc1nc(C)cc(C)c1S(=O)(=O)c1ccccc1C	-8
CC(/C=N/NC(=O)c1cccc([N+](=O)[O-])c1)=C\c1ccccc1	21
CCN1CCN(Cc2c(C)[nH]c3ccc(OC)cc3c2=O)CC1	-3
Nc1nonc1C(=Nc1ccccc1)NO	-14
Cc1ccccc1-n1c(SCc2c(C)noc2C)nnc1-c1c[nH]c2ccccc12	3
Cc1c(C2Nc3ccccc3C(=O)N2O)cnn1C (centres undefined)	-3
CCCC(=O)Nc1ccc2c(c1)nc(CN1CCCC1)n2C	6
Cc1ccc(S(=O)(=O)c2nc(NCCCn3ccnc3)sc2Cl)cc1	-8
CC(C)SC1=NC(C)(C)C=C(/C=C/c2c(Cl)cccc2Cl)N1	1
O=C(c1ccc(CN2CCOCC2)cc1)N1CCN(c2ccccc2F)CC1	6
Cc1ccccc1C(C(=O)NCc1ccco1)N(CC1CCCO1)C(=O)Cn1nnc2ccccc21 (centres undefined)	6
COc1ccc(OC)c2[nH]c(=O)c(CCNS(=O)(=O)c3ccc(C)cc3)cc12	4
C=C(C)COc1ccc(-c2n[nH]c(C)c2Oc2ccccc2OC)c(O)c1	4
COC(=O)CCC(=O)Nc1ccc(OC)cc1	-2
O=C(NCc1ccc2c(c1)OCO2)C1CCN(S(=O)(=O)c2ccc(Br)s2)CC1	7
COC(=O)c1c(NC(=O)CCc2ccc(C)o2)sc(C)c1C	5
COc1ccc2[nH]c(C)c(C(=O)CN3CCOCC3)c2c1	-1
COC(=O)C(NC(=O)Nc1ccccc1OC)C(C)C (centres undefined)	-1
COc1cc(C2C(C#N)=C(C)NC3=C2C(=O)CC(C)(C)C3)ccc1OCCO (centres undefined)	0
Cc1ccccc1N(Cc1nnc2n1CCCCC2)C(=O)Nc1ccccc1	7
Cc1ccc(NC(=O)CSc2nnc(-c3cccnc3)n2-c2ccc(C)cc2)cc1	0
Cc1nn(-c2ccccc2)c(Cl)c1C1C(C#N)=C(N)Oc2c1c(C)nn2-c1ccccc1 (centres undefined)	-3

The list continues.
canonical_smiles	esBAF inh
COc1ccc(N2CCN(C(=O)NC3CCCCC3)CC2)cc1	3
CC1(C)Cc2c(c(=S)nc(-c3ccccc3)n2CCO)CO1	-3
CN=C1SC(CC(=O)Nc2ccc(C(C)=O)cc2)C(=O)N1C (centres undefined)	2
COc1ccc(CC(C)N2CCN(c3ccccc3OC)CC2)cc1OC (centres undefined)	-4
CCn1cc(/C=N/N=C2\CCC3C4CCc5cc(O)ccc5C4CC[C@]23C)c(C)n1 (some centres undefined)	12
CCOC(=O)N1CCN(C(=O)c2ccc3nc4cc(Cl)ccc4c(=O)n3c2)CC1	-4
CCOc1ccc(OCC)c(NC(=O)C2CCCN(S(=O)(=O)c3cccs3)C2)c1 (centres undefined)	-21
CCN1C(=O)CC(N2CCN(c3ccc(Cl)cc3)CC2)C1=O (centres undefined)	-4
CCOC(=O)CCc1c(C)c2ccc(OCc3ccc([N+](=O)[O-])cc3)cc2oc1=O	-6
CCOC(=O)CNC(=O)CSc1nc(N(C)C)nc(N2CCOCC2)n1	-12
COc1ccccc1-c1nnc(SCC(=O)N2CCC(C)CC2)o1	-3
CC1CCN(S(=O)(=O)c2ccc(NC(=O)c3cccs3)cc2)CC1	1
Cn1c(=O)c2c(ncn2CC(=O)N2CCCc3ccccc32)n(C)c1=O	-5
CCCNC(=O)C1CCN(S(=O)(=O)c2ccc(Br)cc2)CC1	0
Cc1ccc(/C=C2\OC(=O)c3ccccc32)cc1	73*
C=CCOc1ccc(CNc2nccs2)cc1	23
O=C(c1cnn2c(C(F)(F)F)cc(-c3cccs3)nc12)N1CCN(C(c2ccccc2)c2ccccc2)CC1	-1
C[C@H](CO)N1C[C@H](C)[C@@H](CN(C)S(C)(=O)=O)Oc2ccc(NS(=O)(=O)c3ccc(F)cc3)cc2C1=O	-5
O=C(NCCc1c[nH]c2ccccc12)C(F)(F)F	4
Cn1c(=O)c2c(nc(N3CCOCC3)n2CCCNC2=NCCC2)n(C)c1=O	6
COC(=O)CN(c1ccc2c(c1)OCCO2)S(=O)(=O)c1ccccc1	-1
COc1ccc(S(=O)(=O)N2CCCC(C(=O)NCc3ccccn3)C2)cc1 (centres undefined)	0
COC(=O)c1ccccc1NC(=O)COC(C)=O	-5
O=C(NCCCN1CCCCCC1)c1ccc2c(c1)NC(=O)C(N1CCOCC1)S2 (centres undefined)	4
COc1ccc(CSc2nc(C)cc(=O)[nH]2)cc1	10
CCOC(=O)C1CCN(C(=O)Cc2ccc(OC)c(OC)c2)CC1	-2
CNC(=O)c1[nH]cnc1C(=O)Nc1ccccc1C	4
c1ccc2c(c1)c1c3n2CCNC3CCC1 (centres undefined)	-10
CCC(C)NCC(O)COCc1ccc(Cl)cc1 (centres undefined)	3
CC1(C)Nc2ccccc2N(CCC(=O)N2CCOCC2)C1=O	-6
Cc1ccc(NC(=O)c2cccc(N3C(=O)CCC3=O)c2)nc1	1
CCOC(=O)CC(=O)CSc1ncnc2c1cnn2-c1ccccc1	27
CC(=O)Nc1ccc(NC(=O)c2ccccc2CC[N+](=O)[O-])cc1	-1
COCCN(C(=O)c1ccco1)c1nnc(-c2ccc(OC)c(OC)c2)s1	-1
CCOC(=O)c1oc2ccc(CNCCO)c(Cl)c2c1C	35
CCOC(=O)CSc1nnc(CNc2cccc(Cl)c2)n1-c1ccccc1	-8

Screening data (PubChem)

This is a subset, so the mix of outcomes need not match the whole.
